Screening results from PubChem.
TrxR1 substrate: is turned over as a substrate by rat TrxR1; O89049; purified TrxR1 substrate turnover, NADPH consumption readout; Potency, µM (series often up to 114 µM), for inactives: top-dose activity change, negative = substrate turnover; 390,000 compounds, 0.01% hits; AID 588456; further: on the % scale 0 is the no-effect control and ±100 the full control effect; nearly all actives have a fitted effect of over 50% in size
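Rat TrxR1, dispensed at 90 nM, was prereduced with 400 uM NADPH (final) for 5 min at ~22 deg C, then incubated with compound 15 min before 400 uM selenite. A first-read NADPH fluorescence drop versus no-compound background flagged substrates.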
12-LOX inh: blocks human arachidonate 12S-lipoxygenase; 580,000 compounds, 1.1% hits; Potency, µM (titrated, usually from 108 µM), for inactives: at the highest dose activity change, negative = inhibition, actives largely listed as inhibitors; purified 12hLO, xylenol orange hydroperoxide absorbance; further: on the % scale 0 is the no-effect control and ±100 the full control effect
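Hydroperoxide product was detected by ferrous iron/xylenol orange as the 573 to 405 nm absorbance ratio. Arachidonic acid at 40 uM (final) was turned over for 30 min at room temperature by 150 nM human 12hLO, pH 7.0 Hepes buffer, after 15 min compound preincubation.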
rTrxR1 inhibitor: inhibitors of rat thioredoxin reductase 1; O89049; recombinant rTrxR1, NADPH fluorescence consumption, selenite substrate; Potency, µM (series often up to 114 µM), without a hit: top-dose activity change, negative = inhibition, actives largely listed as inhibitors; 390,000 compounds, 1% hits; further: on the % scale 0 is the no-effect control and ±100 the full control effect; nearly all actives have a fitted effect of over 65% in size
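Rat TrxR1 (90 nM in the dispensed reagent) was pre-reduced with 400 uM NADPH for 5 min at room temperature, then incubated with compound for 15 min. After 400 uM selenite was added, NADPH fluorescence (Ex 340/Em 450 nm) was followed for 8 min.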
RGS4 inh: human RGS4 inhibition; P49798; Transcreener GDP fluorescence polarization, RGS4-accelerated GTP hydrolysis; Potency, µM (top dose mostly 114 µM), inactives show at the highest dose activity change, negative = inhibition, usual class: inhibitors; 390,000 compounds, 0.039% hits; AID 504845; further: on the % scale 0 is the no-effect control and ±100 the full control effect; nearly all actives have a fitted effect of over 75% in size; some results filed as inactive show a strong effect at the top dose
Target sequence (P49798 whole entry, looked up): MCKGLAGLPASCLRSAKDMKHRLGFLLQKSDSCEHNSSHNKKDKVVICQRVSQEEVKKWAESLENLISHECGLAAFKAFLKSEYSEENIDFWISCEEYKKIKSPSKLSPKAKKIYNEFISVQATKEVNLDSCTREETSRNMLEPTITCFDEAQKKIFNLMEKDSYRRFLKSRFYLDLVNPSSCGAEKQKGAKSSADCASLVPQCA
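MLSMR compounds (23 nl, pin-transferred) preincubated 10 min at room temperature with a 500nM (2x) first reagent, then RGS4 at 900nM (2x) plus Transcreener GDP mix added; fluorescence polarization (620/688 nm) read before and after 90 min at 30 °C.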
USP1 inh: inhibitors of human USP1/UAF1 deubiquitinase. 390,000 compounds, 0.23% hits. recombinant USP1/UAF1, Ub-Rhodamine cleavage fluorescence. O94782. Potency, µM (titrated, usually from 57.1 µM), inactives show top-dose activity change, negative = inhibition, usual class: inhibitors; further: on the % scale 0 is the no-effect control and ±100 the full control effect; nearly all actives have a fitted effect of over 60% in size; inactives centre near -12
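High-throughput fluorogenic screen: 1nM USP1/UAF1 complex, Ub-Rho substrate 150nM final, 50mM HEPES pH 7.8 with 0.5mM EDTA, 0.1 mg/ml BSA, 1mM TCEP and 0.01% Tween-20.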
IDH1 R132H inh: blocks human mutant IDH1 R132H enzyme | AID 602179 | IDH1-R132H enzyme, NADPH consumption, diaphorase/resazurin fluorescence | Potency, µM (top dose mostly 76.6 µM), without a hit: at the top dose activity change, negative = inhibition, actives largely listed as inhibitors | 390,000 compounds, 0.093% hits; further: on the % scale 0 is the no-effect control and ±100 the full control effect; nearly all actives have a fitted effect of over 65% in size
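IDH1-R132H (0.5 ug/mL dispensed) in pH 7.5 Tris buffer was preincubated 30 min with compound, then given a substrate mix of 0.016 mM NADPH and 2 mM alpha-KG for 80 min at room temperature; remaining NADPH was read by diaphorase/resazurin fluorescence.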
RXFP1 ag: RXFP1 (human) receptor agonism; 370,000 compounds, 0.3% hits; HEK293T-RXFP1 cAMP TR-FRET, 30 min; response scale: percent of porcine relaxin response, buffer zero; Q9HBX9; Potency, µM (series often up to 57.5 µM), for inactives: at the top dose activation, hits mostly activators; further: on the % scale 0 is the no-effect control and ±100 the full control effect; nearly all actives have a fitted effect of over 60% in size; many of its hits are not listed in these tables
Target sequence (Q9HBX9 whole entry, looked up): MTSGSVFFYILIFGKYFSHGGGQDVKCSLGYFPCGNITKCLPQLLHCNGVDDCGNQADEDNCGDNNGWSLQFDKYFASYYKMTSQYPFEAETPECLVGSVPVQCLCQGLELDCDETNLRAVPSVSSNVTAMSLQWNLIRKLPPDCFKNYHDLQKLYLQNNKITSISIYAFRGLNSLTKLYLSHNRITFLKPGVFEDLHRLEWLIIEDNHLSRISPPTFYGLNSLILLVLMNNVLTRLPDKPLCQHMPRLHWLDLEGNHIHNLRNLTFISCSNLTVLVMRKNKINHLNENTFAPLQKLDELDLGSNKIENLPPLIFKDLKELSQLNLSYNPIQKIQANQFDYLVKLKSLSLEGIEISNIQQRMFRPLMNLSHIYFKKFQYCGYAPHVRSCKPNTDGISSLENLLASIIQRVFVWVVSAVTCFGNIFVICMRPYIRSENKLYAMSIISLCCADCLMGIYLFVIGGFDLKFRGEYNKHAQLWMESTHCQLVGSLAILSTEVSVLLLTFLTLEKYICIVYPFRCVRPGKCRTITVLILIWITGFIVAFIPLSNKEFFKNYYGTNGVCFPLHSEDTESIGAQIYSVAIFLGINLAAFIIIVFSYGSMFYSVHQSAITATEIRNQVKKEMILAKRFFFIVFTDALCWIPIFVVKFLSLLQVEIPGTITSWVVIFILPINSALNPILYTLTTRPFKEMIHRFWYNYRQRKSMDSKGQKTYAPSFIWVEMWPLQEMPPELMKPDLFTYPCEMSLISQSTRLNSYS
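cAMP rise read by TR-FRET after 30 min, 37C compound exposure (up to 58 uM) in RXFP1-transfected HEK293 cells with Ro 20174 present. EC50 from Hill-equation fits, with 29 nM porcine relaxin as 100% and buffer as basal.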
Vif-APOBEC3G blk: inhibitors of Vif-APOBEC3G interaction | AID 602310 | Q9HC16 | HeLa A3G-eYFP + Vif (tagged APOBEC3G with the HIV-1 protein that degrades it), YFP fluorescence, overnight | Potency, µM (doses to about 46.1 µM), inactives show at the top dose activity, negative = active, actives largely listed as inhibitors | 410,000 compounds, 0.076% hits;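 further: on the % scale 0 is the no-effect control and ±100 the full control effect; nearly all actives have a fitted effect of over 60% in size; hits raise eYFP signal because A3G escapes Vif-driven loss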
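HeLa cells stably expressing Vif and C-terminally eYFP-tagged A3G, seeded overnight at 37 deg C, then exposed to compound by pintool overnight at 37 deg C. Rise in yellow fluorescence (Ex 488/Em 500-530, Acumen) marks blocked Vif-driven A3G degradation.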
Vif-APOBEC3F blk: inhibitors of Vif-A3F interaction; HeLa A3F-eYFP + Vif (tagged APOBEC3F with the HIV-1 protein that degrades it), YFP fluorescence increase; Potency, µM (doses to about 46.1 µM), for inactives: at the top dose activity, negative = active; 390,000 compounds, 0.2% hits; AID 602313; further: % of control where 0% means no effect; nearly all actives have a fitted effect of over 65% in size
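HeLa cells stably expressing Vif plus C-terminally eYFP-tagged A3F were seeded, incubated overnight at 37 deg C, dosed with compound, incubated overnight again at 37 deg C. Yellow fluorescence (Ex 488/Em 500-530) reported blocked Vif-mediated A3F-eYFP degradation.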
Numbers without * were called inactive; ? = inconclusive; nt = not tested or not shown; & = joins results of further samples; [ ] = dose if it differs, or a comment. The call rests on the fitted dose curve; in most records, active means well fitted curve in the direction sought with a large enough effect; inconclusive means small, poorly fitted or top-dose-only effect, or another doubt; inactive means no such curve, though single readings can be large; an effect the other way counts as inactive or inconclusive. Potency means the concentration at half of the fitted maximal effect. A portion of the library; count on the stated rates, not on these rows.

item	compound	TrxR1 substrate	12-LOX inh	rTrxR1 inhibitor	RGS4 inh	USP1 inh
1	CN1C(=O)N2CN(C3CCCCC3)CN3C(=O)N(C)C1C23 (stereo not drawn)	0%	12%	1%	1%	-5%
2	Cc1ccc(C(=O)/C=C/c2ccccc2[N+](=O)[O-])cc1	1%[57.1 µM]	-13%	?	-37%	-6%
3	O=C(C1CCCN1S(=O)(=O)c1ccc(Cl)c(Cl)c1)N1CCCCC1 (stereo not drawn)	0%	1%	0%	28%	-22%
4	CC(=O)c1ccc(N2CCN(C(=O)C3CCN(S(=O)(=O)c4cn(C)cn4)CC3)CC2)cc1	-4%[57.1 µM]	-16%	1%[57.1 µM]	2%	-8%
5	CCN(Cc1cc2cccc(C)c2[nH]c1=O)C(=O)c1ccccc1OC	1%	5%	-6%	28%	-1%
6	CCN1CCN(C(c2cc(OC)ccc2OC)c2nnnn2Cc2ccccc2)CC1 (stereo not drawn)	11%[57.1 µM]	?	29%[57.1 µM]	?	-3%
7	Cc1ccc(C)c(-c2nnc(NC(=O)CS(=O)(=O)c3ccccc3)o2)c1	6%	5%	7%	-15%	-12%
8	COc1ccc(C(CNC(=O)c2cccc(S(=O)(=O)NCc3ccccc3)c2)N2CCOCC2)cc1 (stereo not drawn)	2%	-19%	8%	-19%	-16%
9	COc1ccc(N2CCN(CC(=O)c3c[nH]c4ccccc34)CC2)cc1	-4%	45%[activator]	7%[57.1 µM]	10%	-7%
10	COc1ccc(OC)c(/C=C/C(=O)N(C)CC(=O)Nc2ccc(N3CCOCC3)cc2)c1	27%	-3%	11%	1%	-2%
11	CC(=O)N(c1ccc2oc(=O)sc2c1)S(=O)(=O)c1ccccc1	5%[57.1 µM]	?	9%[57.1 µM]	-29%[11.4 µM]	-2%
12	COc1ccc(S(=O)(=O)N(C)CC(=O)N2CCCC2)cc1	9%[57.1 µM]	-11%	24%[57.1 µM]	16%	-10%

item	IDH1 R132H inh	RXFP1 ag	Vif-APOBEC3G blk	Vif-APOBEC3F blk
1	11%	-0.4%	-1%	-5%
2	1%	-0.1%	-20%	-10%
3	2%	2.1%	-9%	-7%
4	-7%	0.3%	9%	1%
5	2%	1.0%	2%	-8%
6	2%	3.1%	-1%	2%
7	5%	-1.2%	-2%	4%
8	2%	0.9%	-1%	-2%
9	5%	5.2%	-4%	12%
10	1%	1.6%	-1%	-10%
11	3%	-0.2%	-1%	7%
12	-10%	0.9%	2%	1%

Reprinted: nos. 5–7
item	compound	TrxR1 substrate	12-LOX inh	rTrxR1 inhibitor	RGS4 inh	USP1 inh
5	CCN(Cc1cc2cccc(C)c2[nH]c1=O)C(=O)c1ccccc1OC	1%	5%	-6%	28%	-1%
6	CCN1CCN(C(c2cc(OC)ccc2OC)c2nnnn2Cc2ccccc2)CC1 (stereo not drawn)	11%[57.1 µM]	?	29%[57.1 µM]	?	-3%
7	Cc1ccc(C)c(-c2nnc(NC(=O)CS(=O)(=O)c3ccccc3)o2)c1	6%	5%	7%	-15%	-12%

item	IDH1 R132H inh	RXFP1 ag	Vif-APOBEC3G blk	Vif-APOBEC3F blk
5	2%	1.0%	2%	-8%
6	2%	3.1%	-1%	2%
7	5%	-1.2%	-2%	4%

As entered above.
rTrxR1 inhibitor, cpd 4 reads 1%[57.1 µM]
12-LOX inh, cpd 8 reads -19%
USP1 inh, cpd 12 reads -10%
Vif-APOBEC3G blk, cpd 5 reads 2%

Next compounds follow.
item	compound	TrxR1 substrate	12-LOX inh	rTrxR1 inhibitor	RGS4 inh	USP1 inh
13	CC(=O)c1ccc(NC(=O)COc2ccccc2-c2nc(C)no2)cc1	-16%	-26%	-5%	22%	-19%
14	O=C(c1ccccn1)N1CCN(S(=O)(=O)c2ccc3ccccc3c2)CC1	6%	0%	15%[57.1 µM]	2%	-4%
15	O=C(NCC(O)c1ccc([N+](=O)[O-])cc1)C1CCCCC1 (stereo not drawn)	-13%	-8%	-20%	9%	1%
16	Cc1cccc(NS(=O)(=O)c2ccc(C(=O)NCC(c3ccccc3)N(C)C)cc2)c1C (stereo not drawn)	0%	314%&-7%[activator]	11%	-20%	-17%
17	Cc1cc(C)c(SSc2nnnn2-c2ccccc2)c(C)c1	nt	?	nt	nt	-2%
18	COC(=O)c1cn(C(=O)c2ccc(C)cc2)c2ccccc12	-7%	?	20%	-51%	-10%
19	COCCNCC(=O)C12CC3CC(CC(C3)C1)C2	5%	-33%&2%	-5%	-34%	-16%
20	O=[S+]([O-])([O-])c1ccc2c(c1)cc([S+](=O)([O-])[O-])c1nn(-c3ccc(/C=C/c4ccc(-n5nc6c([S+](=O)([O-])[O-])cc7cc([S+](=O)([O-])[O-])ccc7c6n5)cc4[S+](=O)([O-])[O-])c([S+](=O)([O-])[O-])c3)nc12	81%[activator]	nt	-7%	-44%	nt
21	Cc1cccc(NC(=S)NCCc2ccc3c(c2)OCCO3)c1C	1%[57.1 µM]	?	11%[57.1 µM]	-42%	-20%
22	O=S1(=O)C=CC(Nc2ccccc2)C1 (stereo not drawn)	-8%	1%	-18%	-75%[56.9 µM]	-13%
23	CC(=O)N(CN1C(=O)CCC1=O)c1cccc(Cl)c1	8%[57.1 µM]	-11%	-1%[57.1 µM]	-18%	-16%
24	CC(C)Nc1nc(N)c(C(=O)C23CC4CC(CC(C4)C2)C3)s1	-2%	?	6%	-15%	-10%

item	IDH1 R132H inh	RXFP1 ag	Vif-APOBEC3G blk	Vif-APOBEC3F blk
13	5%	-4.4%	-2%	4%
14	12%	2.0%	0%	-19%
15	-12%	5.5%	2%	2%
16	0%	1.0%	2%	-4%
17	7%	nt	0%	-3%
18	10%	4.6%	-23%	-6%
19	0%	-0.3%	-1%	0%
20	nt	nt	-1%	nt
21	7%	-2.0%	5%	?
22	11%	0.6%	-6%	-5%
23	3%	0.0%	4%	-4%
24	1%	-1.5%	0%	-7%

Remaining list, next part.
item	compound	TrxR1 substrate	12-LOX inh	rTrxR1 inhibitor	RGS4 inh	USP1 inh
25	COc1cccc(N2CC(C(=O)Nc3ccc(F)cc3)CC2=O)c1 (stereo not drawn)	2%	?	21%	15%	-8%
26	c1ccc(-c2nc(NCc3cccs3)c3ccccc3n2)cc1	-4%	-26%	-2%	-10%	-27%
27	O=C(O)C1=C(C2CCCCC2)C(=O)c2ccccc21	4%[11.4 µM]	-15%	4%[11.4 µM]	-54%	-8%
28	CC(NC(=O)C1CCN(c2nnc(N3CCCC3=O)s2)CC1)c1ccccc1 (stereo not drawn)	6%[57.1 µM]	10%	6%[57.1 µM]	-21%	-16%
29	CC(=O)n1cc([C@@H]2C=C(C(=O)N3CCN(Cc4ccccc4)CC3)O[C@H](OCc3ccc(CO)cc3)C2)c2ccccc21	2%	1%	?	-6%	?
30	Cc1ccccc1-c1nnc(CN2CCN(c3ccccn3)CC2)o1	-3%	-20%	9%	20%	-25%
31	Cc1ccccc1S(=O)(=O)Cc1ccc(C(=O)O)o1	10%	?	11%	13%	-6%
32	CCC(=O)N(c1nnc(SCC(=O)c2ccc[nH]2)s1)C1CC1	9%[57.1 µM]	1%	-3%[11.4 µM]	4%	-15%
33	CCCCn1nnnc1NCc1cc(Cl)c(OC)c(OC)c1	-1%	-19%	8%	-4%	-13%
34	COc1ccc(Cl)cc1Nc1ncnc2c1nc1n2CCCC1	0%	-1%	11%	7%	?
35	CC(C)c1nnc(SCC(=O)NC2CCCC2)n1C	7%	10%	23%	-6%	?
36	Cc1c(N(C)S(=O)(=O)c2cccc(C(=O)NCc3cccnc3)c2)c(=O)n(-c2ccccc2)n1C	nt	?	nt	nt	-18%

item	IDH1 R132H inh	RXFP1 ag	Vif-APOBEC3G blk	Vif-APOBEC3F blk
25	-2%	3.7%	-2%	-10%
26	2%	0.2%	-29%	-20%
27	3%	nt	-6%	0%
28	12%	0.8%	5%	5%
29	3%	-1.6%	-6%	-6%
30	0%	-3.6%	4%	-5%
31	0%	-1.2%	-2%	0%
32	4%	nt	1%	10%
33	-7%	0.4%	0%	-9%
34	-3%	3.2%	-7%	1%
35	-1%	-0.8%	-1%	2%
36	1%	nt	0%	2%

Next results.
item	compound	TrxR1 substrate	12-LOX inh	rTrxR1 inhibitor	RGS4 inh	USP1 inh
37	Cc1nc(SCC(=O)N(CC(C)C)C2CCS(=O)(=O)C2)c(C#N)c(C)c1C (stereo not drawn)	-9%	0%	-12%	-12%	-21%
38	Cc1ccc(C(=O)CCC(=O)Nc2cccc(C(F)(F)F)c2)cc1C	-4%	?	3%	4%	-18%
39	CCCCn1c(=N)c(S(=O)(=O)c2ccc(Cl)cc2)cc2c(=O)n3cccc(C)c3nc21	141%[activator]	-8%	305%[activator]	6%	?
40	Cc1cc(C)n2[nH]c(=O)c(N=Nc3cccc(C(F)(F)F)c3)c2n1	-19%	0%	-21%	-5%	-1%

item	IDH1 R132H inh	RXFP1 ag	Vif-APOBEC3G blk	Vif-APOBEC3F blk
37	8%	2.8%	2%	10%
38	2%	nt	-4%	-5%
39	-8%	5.5%	4%	4%
40	4%	-3.5%	0%	-11%
